Assay outcomes: PubChem, Sanford-Burnham Center for Chemical Genomics
TIM10 inh: inhibits growth of TIM10 yeast strain. hit rate 1.4% among 330,000. S. cerevisiae TIM10 strain growth, BacTiter-Glo luminescence, 24 h. inhibition, % at 10 µM. AID 463195;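 active = inhibition of 40% or more at the single tested concentration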;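 also: wild-type TIM10 isogenic control strain grown at permissive 25 °C; 0% = DMSO yeast wells and 100% = minimal medium wells without yeast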
NLRP3 yeast inh: blocks the NALP3 inflammasome reconstituted in yeast; AID 2825; hit rate 0.39% among 330,000; inhibition, % at 10 µM; Yeast reconstituted NLRP3/ASC/caspase-1, beta-gal luminescence, 24 h;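 active = inhibition of 50% or more; inactive = inhibition below 50%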;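 also: plate controls were induced DMSO wells for no effect and uninduced yeast grown without galactose for full effect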
NR3A LBD binder: modulates the human NR3A ligand-binding domain | Tm shift relative to glycine control, % at 25 µM | hit rate 2.5% among 340,000 | AID 1259313 | NR3A LBD differential scanning fluorimetry, Tm shift; 0% = protein alone, 100% = glycine-bound protein;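 active = melting temperature shift of at least 10% of the positive control shift, at one fixed dose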
tim10-1 inh: inhibits growth of tim10-1 mutant yeast. S. cerevisiae tim10-1 ts strain growth, BacTiter-Glo, 24 h. inhibition, % at 20 µM. hit rate 2.2% among 330,000. AID 463190;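 active = inhibition of at least 40%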;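 also: mutant grown at 25 °C; 0% = DMSO wells with yeast and 100% = wells holding no yeast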
UPR XBP1 act: activators of adaptive arm of unfolded protein response (XBP1). CHO-XBP1 luciferase reporter, IRE1-XBP1 UPR activation, luminescence; percent of tunicamycin response, DMSO as zero. activation, % at 20 µM. hit rate 0.33% among 330,000. AID 463104;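 active = versus positive control, 20 µM dose yields 30% or more activation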;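 also: 100% = tunicamycin at 10 µg/mL and 0% = DMSO only wells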
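assay system = CHO-XBP1 luciferase reporter cells | amount = 1000 cells/well | buffer or medium = F12 plus 10% FBS | compound dosing = single point, 20 µM final compound, 1% DMSO | incubation = 16-18 h cell attachment at 37 °C, then 6 h compound exposure | detection = Steady-Glo luminescence read | controls = tunicamycin 10 µg/mL and vehicle-only wells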
APJ agonist: agonists of human APJ apelin receptor. P35414. CHO-K1 APJ PathHunter beta-arrestin, luminescence; 0% DMSO wells, 100% apelin. activation, % at 20 µM. hit rate 0.11% among 330,000. AID 2520;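 active = activation more than six SD over the plate average, tested at 20 µM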;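 also: 0% = DMSO alone and 100% = apelin-13 at 10 nM; some results filed as inactive read as strong as hits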
Target sequence (P35414 whole entry, looked up): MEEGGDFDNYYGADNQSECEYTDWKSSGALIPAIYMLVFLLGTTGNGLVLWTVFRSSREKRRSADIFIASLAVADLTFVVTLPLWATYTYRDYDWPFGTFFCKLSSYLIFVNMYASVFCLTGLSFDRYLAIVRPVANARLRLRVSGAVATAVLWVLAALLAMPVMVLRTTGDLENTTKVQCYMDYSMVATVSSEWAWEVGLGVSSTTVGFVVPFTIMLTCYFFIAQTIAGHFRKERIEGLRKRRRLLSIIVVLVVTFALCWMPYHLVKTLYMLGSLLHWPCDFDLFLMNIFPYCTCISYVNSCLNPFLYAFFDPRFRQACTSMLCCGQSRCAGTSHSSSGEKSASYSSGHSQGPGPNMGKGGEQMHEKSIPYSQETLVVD
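system = engineered CHO-K1 APJ arrestin reporter cells | input = 1000 cells per well | timing = overnight seeding, 90 min compound at 25 °C, 1 h detection | measured by = enzyme-fragment complementation luminescence | read-out = beta-arrestin recruitment to APJ as agonist activity, luminescent signal | control set = negative DMSO alone, positive Apelin-13 at 10 nM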
Mdm2 MdmX PPI: inhibitors of human Mdm2/MdmX interaction; O15151+Q00987; AID 485346; SaOS-2 split-luciferase Mdm2/MdmX complementation, luminescence; inhibition, % at 8 µM; hit rate 3% among 330,000;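 active = inhibition of at least 50% at 8 µM in the primary screen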
tim23-1 inh: growth inhibitors of tim23-1 mutant yeast; S. cerevisiae tim23-1 growth, BacTiter-Glo luminescence, 24 h; inhibition, % at 20 µM; hit rate 1.3% among 330,000;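 active = growth inhibition of the mutant yeast at or above 50%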;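 also: temperature-sensitive mutant grown at 25 °C; plate controls were DMSO-treated mutant yeast for no effect and medium wells lacking yeast for full effect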
CHOP UPR activ: apoptotic UPR (CHOP) activation | activation, % at 10 µM | CHO-CHOP luciferase reporter, luminescence; percent of tunicamycin response over DMSO baseline | hit rate 0.34% among 330,000;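 active = at 10 µM dose, activation of 40% or more, normalized to positive control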;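 also: 100% = tunicamycin at 10 µg/mL and 0% = DMSO alone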
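Test system: CHO-CHOP cells, stable luciferase reporter of PERK-eIF2a-CHOP signalling | Quantity: 500 CHO-CHOP cells per well | Buffer or medium: F12 plus 10% serum | Compound dosing: 10 µM single point, 0.5% DMSO | Schedule: 6 h compound treatment, 37 °C | Signal: Luciferase luminescence | Control set: Tunicamycin high control, DMSO low control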
Numbers without * were called inactive; nt = not tested or not shown. Rows were taken by chance; about 8.2% have a hit in one of these screens.

No.	mol	TIM10 inh	NLRP3 yeast inh	NR3A LBD binder	tim10-1 inh	UPR XBP1 act	APJ agonist	Mdm2 MdmX PPI	tim23-1 inh	CHOP UPR activ
1	Cc1ccc(CN(C)C(=O)CCc2nc3sc4c(c3c(=O)[nH]2)CCCC4)o1	0	9	-3	0	-7	-6	16	-7	-0.8
2	CNC(=O)CCc1[nH]c2ccccc2c1Sc1ccccc1	20	14	-4	28	-2	-2	14	23	0.3
3	O=C(CN1CCc2ccccc21)NCc1ccccc1Cl	19	37	-1	12	2	-1	8	15	2.6
4	CC[C@H]1c2[nH]c3ccccc3c2C[C@@H]2C(=O)N(c3ccc(F)cc3)C(=O)N21	10	-2	-6	17	0	-2	-7	20	-0.5
5	Cc1cc(C)c(NC(=O)CSc2nnc(CNC(=O)c3ccco3)o2)c(C)c1	13	2	2	-2	0	-1	0	3	-0.7
6	CC12CCC(=O)N1C(C(=O)Nc1nccs1)CS2 (stereo not given)	5	19	nt	-11	-4	-2	-9	13	-1.2
7	CCN(C(=O)CN1CCN(c2ccccc2F)CC1)c1c(N)n(Cc2ccccc2)c(=O)[nH]c1=O	1	15	0	0	-4	-4	10	8	1.3
8	N#Cc1cc(N2CCOCC2)nc2ccccc12	0	12	0	-2	3	-5	13	6	1.4
9	CCN(C[C@H]1N[C@@](Cc2ccccc2)(C(=O)OC)[C@H]2C(=O)N(Cc3ccccc3)C(=O)[C@@H]12)C(=O)COC	6	-3	0	-1	-1	-5	21	-5	0.6
10	Cc1ccc(/C=C/C(=O)Nc2nc3ccccc3[nH]2)cc1	7	9	-36	-4	7	2	12	3	11
11	Nc1nc2n(n1)C(c1ccccc1Cl)CC(c1ccc(F)cc1)N2 (stereo not given)	-6	21	0	-1	0	-2	19	10	1.1
12	C/C(=N\NC(=O)C1CC1)c1ccc(C)cc1C	7	6	1	-26	0	1	28	1	-2.0
13	Cc1nnc(SCC(=O)N2CCN(Cc3ccccc3)CC2)s1	7	8	-2	10	1	-2	-24	-13	-0.4
14	COc1cccc(NC(=O)CNC(=O)c2ccc(OC)c(OC)c2)c1	-3	-1	0	2	0	-2	20	-1	0.0
15	CC1=NN(c2ccccc2)C(=O)/C1=C\c1ccc(Oc2ccc([N+](=O)[O-])cc2[N+](=O)[O-])cc1	18	7	4	34	-5	3	34	27	-0.4
16	O=C(O)COc1ccc2nsnc2c1Cl	0	11	0	-27	-5	-2	9	-2	0.3
17	COc1ccc(S(=O)(=O)N2CCCC(C(=O)NCc3ccccn3)C2)cc1 (stereo not given)	-29	15	-1	3	-1	1	14	2	-3.3
18	COc1ccc(C(C)=O)cc1CC(=O)NC1CCCCCC1	10	5	-1	-25	-5	-3	6	10	-1.6
19	COc1ccc(/C=C/C(=O)NC(=S)NNC(=O)Cc2cccs2)cc1OC	0	10	-5	35	-2	-3	34	-20	0.1
20	COc1ccc(-c2ccnc(-c3ccc(OCCCF)cc3)n2)cc1	12	21	-16	25	1	-2	45	33	-1.1
21	Cc1nc2ccc(NC(=O)C3COc4ccccc4O3)cc2s1 (stereo not given)	-22	27	0	-1	-2	-3	-8	4	4.2
22	CCc1ccc(N(CC(=O)NC2CCCCC2)S(=O)(=O)c2c(C)noc2C)cc1	4	-8	-1	13	-2	1	27	2	0.5
23	COc1ccccc1C1=NN(C2=NN=C(N)Cc3ncnn32)C(O)(C(F)(F)F)C1 (stereo not given)	4	7	-3	7	-1	-2	-2	-9	1.3
24	Cc1cc(CN2CCCC(CO)(Cc3cccc(Cl)c3)C2)n[nH]1 (stereo not given)	-1	7	-2	15	-1	-2	4	4	-0.7
25	COc1ccc(CN2CC(=O)N(c3ccc(C)cc3C)C2=S)cc1OC	-4	6	-1	28	-1	1	13	19	1.5
26	CCCCOC(=O)Cn1c(=O)n(CC(=O)OCCCC)c2cc(C)ccc21	-11	18	11*	25	-4	-1	-10	18	-1.9
27	Cc1cc(=O)[nH]c(SCC(=O)Nc2cc(S(=O)(=O)N3CCCC3)ccc2Cl)n1	-11	5	0	-5	1	-1	26	-14	-1.1
28	Cc1cc(=O)oc2cc(OCC(=O)N3CCN(c4ccc(F)cc4)CC3)ccc12	5	4	3	9	-4	3	12	16	2.6
29	C=CCn1c(SCC(=O)Nc2c(C)n(C)n(-c3ccccc3)c2=O)nc2sc(C)c(-c3ccccc3)c2c1=O	15	3	-2	25	0	-2	-9	14	1.7
30	O=c1cc(CSc2nnc(-c3ccco3)o2)c2ccccc2[nH]1	12	23	-4	24	1	-2	-3	27	3.8

Two compounds drawn at random from the list so far:
No.	mol	TIM10 inh	NLRP3 yeast inh	NR3A LBD binder	tim10-1 inh	UPR XBP1 act	APJ agonist	Mdm2 MdmX PPI	tim23-1 inh	CHOP UPR activ
3	O=C(CN1CCc2ccccc21)NCc1ccccc1Cl	19	37	-1	12	2	-1	8	15	2.6
26	CCCCOC(=O)Cn1c(=O)n(CC(=O)OCCCC)c2cc(C)ccc21	-11	18	11*	25	-4	-1	-10	18	-1.9

Returning to the listing, repeating the two entries before the break.
No.	mol	TIM10 inh	NLRP3 yeast inh	NR3A LBD binder	tim10-1 inh	UPR XBP1 act	APJ agonist	Mdm2 MdmX PPI	tim23-1 inh	CHOP UPR activ
29	C=CCn1c(SCC(=O)Nc2c(C)n(C)n(-c3ccccc3)c2=O)nc2sc(C)c(-c3ccccc3)c2c1=O	15	3	-2	25	0	-2	-9	14	1.7
30	O=c1cc(CSc2nnc(-c3ccco3)o2)c2ccccc2[nH]1	12	23	-4	24	1	-2	-3	27	3.8
31	COc1ccc(N2C(=O)C3C4C=CC(C4)C3C2=O)nn1 (stereo not given)	3	15	2	-9	-1	1	5	6	0.4
32	CC(=O)c1cccc(NC(=O)c2ccc(S(=O)(=O)N3CC(C)OC(C)C3)cc2)c1 (stereo not given)	0	7	1	5	-1	-2	26	-6	0.0
33	COCCC(=O)N1CCCC(CNS(=O)(=O)c2ccc(OC)cc2)C1 (stereo not given)	12	3	2	12	5	-2	10	-9	1.1
34	O=C(NC1CC1)C1CCN(C2CCN(C(=O)c3ccc4cccc(F)c4n3)CC2)CC1	-4	7	-1	-16	-1	0	15	-7	-0.4
35	COC(=O)CSc1nnc(SCc2ccc(Cl)cc2)s1	10	-2	-3	9	0	-3	11	10	-2.0
36	Cc1ccc(NC(=O)C2CCN(C(=O)NC3CCCCC3)CC2)cc1	-6	10	0	10	-3	2	19	17	-1.2
37	O=C(Nc1nnc(-c2cccc(F)c2)s1)Nc1ccccc1F	13	4	1	12	5	-2	13	2	1.2
38	CC[C@@H]1C/C=C\Cc2ccccc2[C@H](C(=O)C[C@@H](O)CC(C)=O)OC1=O	39	-10	-5	54*	-3	3	6	52*	3.1
39	Cc1ccc(NC(=O)Nc2cccc([N+](=O)[O-])c2)cc1F	15	27	34*	21	9	0	57*	1	9.1
40	CCC(C)(C)n1nnnc1C(c1ccncc1)N1CCC(Cc2ccccc2)CC1 (stereo not given)	39	-8	-1	37	-3	-6	29	37	3.5
41	CCCc1nc(SCC(=O)Nc2nnc(SCC)s2)c2c(=O)n(C)c(=O)n(C)c2n1	-26	1	-2	-3	-1	-2	13	-5	1.8
42	Cc1ccc(Nc2nc3ccccc3n3nnnc23)cc1	8	14	0	13	4	-3	25	6	5.2
43	O=C1Oc2ccccc2C(=O)/C1=C/c1ccccc1O	61*	36	-2	62*	-1	0	19	61*	-0.4
44	C=CCN(CC=C)S(=O)(=O)c1ccc(C(=O)Nc2nnc(COC)o2)cc1	-11	-2	-1	6	0	-2	11	-1	-0.6
45	CC(=O)Nc1ccc(S(=O)(=O)N(CC(=O)O)Cc2ccccc2)cc1	-7	8	-2	6	-4	-2	0	11	-2.7
46	CN(C(=O)CC1C(=O)NCCN1CC(c1ccccc1)c1ccccc1)C(C1CC1)C1CC1 (stereo not given)	23	7	0	17	-3	1	25	16	2.7
47	COc1ccc(C=C2C(=O)OC(C)(C)OC2=O)cc1OC	3	12	-11	27	-1	-3	-20	-4	-0.6
48	CCOc1cc(C)c(Cl)cc1S(=O)(=O)NCC1CCCO1 (stereo not given)	14	8	0	18	-1	2	13	18	-2.8
49	CCOc1ccccc1NS(=O)(=O)c1ccc2c(c1)N(C)CCO2	-9	8	0	-15	-2	-5	26	10	-0.1
50	O=C(O)c1cccn1Cc1ccccc1F	-11	21	1	12	1	-3	-14	-1	-1.0
51	CCCOc1cccc(C2C(C(=O)c3ccc(C)o3)=C(O)C(=O)N2CCN2CCOCC2)c1 (stereo not given)	-16	19	-3	7	-2	4	2	-5	0.6
52	COC(=O)c1ccccc1NC(=O)CCNC(=O)Cn1cnc2ccccc2c1=O	5	7	-3	7	0	0	20	12	1.1
53	CC(CNC(=O)c1ccc2c(c1)OCO2)c1ccc([N+](=O)[O-])cc1 (stereo not given)	1	25	-5	-2	-4	-3	12	1	-0.7
54	Cn1nc(C(=O)NCCc2ccc3c(c2)OCCO3)c2ccccc2c1=O	-5	9	2	10	-2	-5	30	4	1.5
55	CC1CCC(NC(=O)c2ccc3nc[nH]c3c2)CC1 (stereo not given)	11	12	1	13	1	5	-17	15	-0.1
56	C/C=C/c1ccc(OCC(=O)Nc2ccncc2)c(OC)c1	10	23	0	-1	4	0	-25	10	2.2
57	Cc1cc(C)cc(NC(=O)CSc2nc3[nH]ncc3c(=O)[nH]2)c1	2	-13	-1	13	-2	-4	60*	-2	-1.7

Individual results from the results shown:
Entry of entry 50 under Mdm2 MdmX PPI: -14
Entry of entry 52 under TIM10 inh: 5

Whole records, quoted from the list. Order of values: TIM10 inh, NLRP3 yeast inh, NR3A LBD binder, tim10-1 inh, UPR XBP1 act, APJ agonist, Mdm2 MdmX PPI, tim23-1 inh, CHOP UPR activ
Cn1nc(C(=O)NCCc2ccc3c(c2)OCCO3)c2ccccc2c1=O reads -5, 9, 2, 10, -2, -5, 30, 4, 1.5
CC(=O)c1cccc(NC(=O)c2ccc(S(=O)(=O)N3CC(C)OC(C)C3)cc2)c1 (stereo not given) reads 0, 7, 1, 5, -1, -2, 26, -6, 0.0
CCCOc1cccc(C2C(C(=O)c3ccc(C)o3)=C(O)C(=O)N2CCN2CCOCC2)c1 (stereo not given) reads -16, 19, -3, 7, -2, 4, 2, -5, 0.6
